# Assay outcomes as filed in PubChem BioAssay.
# Integrin act MD – qHTS for Activators of Integrin-Mediated Alleviation for Muscular Dystrophy. alpha7betagal myoblasts, beta-gal FDG fluorescence, 48 h. 350,000 tested, 0.064% active. AID 624291, 2012. Potency, µM (doses to about 38.3 µM), inactives show at the top dose activation, actives largely listed as activators;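 note: potency is the fitted concentration of half-maximal effect; 100% = response of the positive control SU9516; nearly all actives have a fitted effect of over 60% in size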
#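 Alpha7betagal+/- myoblasts (passage 13) were plated 16-24 hr, then exposed to compounds (1:260 dilution of DMSO stock) for 48 hours at 37C. After MPER lysis, β-galactosidase reporter activity was read as FDG fluorescence (ex 480/em 540) after 30 minutes.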
# Mito fusion act – qHTS Assay for Small Molecule Inhibitors of Mitochondrial Division or Activators of Mitochondrial Fusion; S. cerevisiae fusion-defective mutant growth rescue, CellTiterGlo 48 h; Potency, µM (doses to about 46.1 µM), for the others: at the highest dose growth rescue (activation), usual class: activators; 320,000 tested, 0.23% active; AID 485298, 2010;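 note: potency is the fitted concentration of half-maximal effect; % of control where 0% means no effect; nearly all actives have a fitted effect of over 45% in size; temperature-sensitive fusion mutants such as fzo1-1 at 37 °C on non-fermentable ethanol glycerol medium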
#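 Yeast fusion mutant, YPEG (non-fermentable carbon), compound, 48 h at 37C non-permissive; CellTiterGlo added, 10 min RT, luminescence read. Rescued growth = division inhibition.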
# PTAP TSG101 blk – qHTS Assay for Iinhibitors of HIV-1 Budding by Blocking the Interaction of PTAP/TSG101; Tumor susceptibility gene 101 protein (Homo sapiens), Q99816; Fluorescence polarization, FITC-PTAP peptide / Tsg101 binding; Potency, µM (titrated, usually from 115 µM), without a hit: at the highest dose activity change, negative = inhibition, hits mostly inhibitors; 340,000 tested, under 10 active; AID 493005, 2010; active = well fitted inhibition curve with a large enough effect in the main read-out, with a control signal flat, not every such curve was filed as active; inconclusive = small, poorly fitted or top-dose-only effect, or effect the other way, or a change in a side signal; inactive = no such curve, though single readings can be large or run the other way; note: potency is the fitted concentration of half-maximal effect; % of control where 0% means no effect
#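 Fluorescence anisotropy tracks displacement of a FITC-tagged PTAP peptide (50 nM) from the Tsg101 binding domain (10 uM), following a 20 min room-temperature incubation at pH 7.5.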
# MBNL1-CUG inh – qHTS Assay for Inhibitors of MBNL1-poly(CUG) RNA binding. TR-FRET MBNL1-His/biotin-(CUG)12 binding, 665/545 ratio. AID 2675, 2010. 280,000 tested, 0.036% active. Potency, µM (highest dose often 57.5 µM), without a hit: top-dose activity change, negative = inhibition, hits mostly inhibitors. Muscleblind-like protein 1 (Homo sapiens), Q9NR56; active = well fitted inhibition curve with a large enough effect in the signal ratio, with a control signal flat, not every such curve was filed as active; inconclusive = small, poorly fitted or top-dose-only effect, or effect the other way, or a change in a side signal; inactive = no such curve, though single readings can be large or run the other way; the % refers to the signal ratio; note: potency is the fitted concentration of half-maximal effect; % is set by controls: 0 for no effect and ±100 for the full control effect
# Target sequence (Q9NR56 whole entry, looked up): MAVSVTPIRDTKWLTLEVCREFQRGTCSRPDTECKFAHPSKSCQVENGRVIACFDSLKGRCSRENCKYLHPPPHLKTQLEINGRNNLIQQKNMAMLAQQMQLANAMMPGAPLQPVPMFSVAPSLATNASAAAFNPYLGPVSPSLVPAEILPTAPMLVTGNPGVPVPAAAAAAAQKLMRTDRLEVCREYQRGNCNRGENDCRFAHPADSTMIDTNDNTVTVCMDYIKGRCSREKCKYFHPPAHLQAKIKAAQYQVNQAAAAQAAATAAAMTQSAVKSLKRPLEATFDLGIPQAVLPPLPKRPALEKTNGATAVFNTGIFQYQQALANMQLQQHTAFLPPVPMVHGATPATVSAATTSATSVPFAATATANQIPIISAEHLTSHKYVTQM
#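 TR-FRET between His-tagged MBNL1 and biotin-(CUG)12 RNA, detected with Tb anti-His antibody (0.055 ng/ul) and streptavidin-XL665 (5 nM), 60 min at room temperature. Compounds titrated 92 nM to 58 uM; 665/545 nm ratio normalized to buffer and complex controls.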
# ASM inhibitor – Inhibitors of Secretory Acid Sphingomyelinase (S-ASM): qHTS. Sphingomyelin phosphodiesterase (Homo sapiens), P17405. placental ASM, HMU-PC fluorogenic substrate, 60 min. Potency, µM (doses to about 57.5 µM), inactives show at the top dose activity change, negative = inhibition, hits mostly inhibitors. 340,000 tested, 0.006% active; note: potency is the fitted concentration of half-maximal effect
# Target sequence (P17405 47-631 limits assumed): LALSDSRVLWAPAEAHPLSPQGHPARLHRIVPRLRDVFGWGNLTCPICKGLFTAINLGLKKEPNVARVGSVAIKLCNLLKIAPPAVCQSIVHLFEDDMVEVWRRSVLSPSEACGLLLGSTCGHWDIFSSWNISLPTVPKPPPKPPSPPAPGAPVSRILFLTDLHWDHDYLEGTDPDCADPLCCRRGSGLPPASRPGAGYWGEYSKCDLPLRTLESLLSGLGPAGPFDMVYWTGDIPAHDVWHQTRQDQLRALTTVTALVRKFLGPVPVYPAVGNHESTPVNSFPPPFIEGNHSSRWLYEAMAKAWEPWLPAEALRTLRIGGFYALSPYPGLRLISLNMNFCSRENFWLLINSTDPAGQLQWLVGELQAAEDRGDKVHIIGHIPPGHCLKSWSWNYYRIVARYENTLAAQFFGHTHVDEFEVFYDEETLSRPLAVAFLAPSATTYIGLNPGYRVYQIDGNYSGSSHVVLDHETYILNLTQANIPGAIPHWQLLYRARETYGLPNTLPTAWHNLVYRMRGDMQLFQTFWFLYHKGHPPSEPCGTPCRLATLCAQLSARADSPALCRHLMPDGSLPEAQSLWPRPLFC
#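 Human placenta-derived ASM preincubated with compound 10 min at room temperature, then reacted with 9 uM (final) fluorogenic HMU-PC substrate for 60 min at 37 C. Stop solution raises pH to 10; fluorescence read at Ex 386/Em 447 nm.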
# TCR activator – Activators of T cell receptors: qHTS campaign; primary human leukocytes, anti-CD3, IL-2 HTRF, 48 h; Potency, µM (series often up to 9.22 µM), for the others: at the highest dose activation of IL-2 secretion, usual class: activators; 330,000 tested, under 10 active; note: % of control where 0% means no effect
#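 Primary human leukocytes incubated 48 hr with anti-CD3 beads plus compound, without co-stimulation. Secreted IL-2 measured by HTRF (europium cryptate/d2 anti-IL-2 pair, 320 nm excitation, 665 nm emission).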
# Menin-MLL TR inh – qHTS Assay for Inhibitors Targeting the Menin-MLL Interaction in MLL Related Leukemias: Competition With Texas Red Labeled MLL-derived Mutant Peptide. Potency, µM (doses to about 61.6 µM), inactives show at the top dose FP activity change, negative = inhibition, usual class: inhibitors. Menin + Texas Red MLL mutant peptide, fluorescence polarization. AID 1768, 2009. O00255. 270,000 tested, 0.23% active; active = well fitted inhibition curve with a large enough effect in the polarisation, with a control signal flat, not every such curve was filed as active; inconclusive = small, poorly fitted or top-dose-only effect, or effect the other way, or a change in a side signal; inactive = no such curve, though single readings can be large or run the other way; the % refers to the polarisation; note: potency is the fitted concentration of half-maximal effect; % of control where 0% means no effect; many of its hits are not listed in these tables
# MLL CXXC-DNA inh – qHTS Fluorescence Polarization Assay for Inhibitors of MLL CXXC domain - DNA interaction | MLL-CXXC / FITC-HOXA9 DNA fluorescence polarization | Histone-lysine N-methyltransferase 2A (Homo sapiens), Q03164 | AID 2662, 2010 | 290,000 tested, 0.037% active | Potency, µM (top dose mostly 115 µM), inactives show top-dose activity change, negative = inhibition, hits mostly inhibitors; active = well fitted inhibition curve with a large enough effect in the polarisation, with a control signal flat, not every such curve was filed as active; inconclusive = small, poorly fitted or top-dose-only effect, or effect the other way, or a change in a side signal; inactive = no such curve, though single readings can be large or run the other way; the % refers to the polarisation; note: potency is the fitted concentration of half-maximal effect
#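 Steps: dispense CXXC domain solution (7 uM) → pin compounds or unlabeled HOX-A9 DNA control → 5 min ambient → add FLSN-HOX-A9 solution (50 nM) → spin → 30 min ambient → fluorescence polarization. Tris pH 7.5/NaCl/DTT/BSA buffer.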
# A-T KAP1 phos – qHTS Assay for Identifying a Potential Treatment of Ataxia-Telangiectasia; Potency, µM (doses to about 57.5 µM), for the others: at the top dose activation, usual class: activators; 320,000 tested, 0.19% active; AID 485349, 2010; […] A-T fibroblasts, KAP-1 phosphorylation AlphaLISA; neocarzinostatin DNA damage 30 min before lysis; note: potency is the fitted concentration of half-maximal effect; % of control where 0% means no effect; nearly all actives have a fitted effect of over 45% in size
#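 ATM-like activity read as KAP-1 phosphorylation via AlphaLISA donor/acceptor antibody pairs after lysis and 6 hr at 25C. Cells were ATM-null patient fibroblasts ([…], hTERT), dosed 60 min, then exposed to the DSB inducer NCS for 30 min.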
# TSHR antag – Antagonists of the Thyroid Stimulating Hormone Receptor: HTS campaign; 330,000 tested, 0.2% active; TSHR-expressing cells, TSH-stimulated cAMP HTRF, 2 h; stronger effect = lower value; activity change, negative = inhibition, % at 11.5 µM; Thyrotropin receptor (Homo sapiens), P16473;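 active = activity change below a set negative limit, meaning inhibition stronger than a set level, cut at about -70% in these data; inconclusive = activity change between two set negative limits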; note: % is set by controls: 0 for no effect and ±100 for the full control effect
#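 Inhibition of cAMP made by TSHR-expressing cells under TSH stimulation (4nM final, EC80; 2 h, 37 deg C) is quantified with a one-step lysis HTRF kit, anti-cAMP cryptate versus cAMP-d2.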
# Numbers without * were called inactive; ? = inconclusive; / = no result given; [ ] = dose if it differs, or a comment. Unless noted, calls come from the whole dose curve; as a rule, active = well fitted curve in the direction sought with a large enough effect; inconclusive = small, poorly fitted or top-dose-only effect, or another doubt; inactive = no such curve, though single readings can be large; an effect the other way counts as inactive or inconclusive. Only part of the results is shown, so the mix of outcomes need not match the whole.
SMILES,Integrin act MD,Mito fusion act,PTAP TSG101 blk,MBNL1-CUG inh,ASM inhibitor,TCR activator,Menin-MLL TR inh,MLL CXXC-DNA inh,A-T KAP1 phos,TSHR antag
Cc1cc(C)c(/C([O-])=C(/C(=S)Nc2ccc(SC(F)F)cc2)[n+]2ccccc2)cc1C,?,-3%,-1%,7%,-3%,/,28%,1%,-5%,1
Clc1ccc(Nc2ccccc2)nn1,19%,-2%,1%,2%,-3%,11%,/,-6%,-1%,1
CN1CCN(CCCNC(=O)c2nnc(Cc3c(F)cccc3Cl)o2)CC1,15%,1%,-7%,-3%,-1%,/,/,2%,0%,-4
CC(C)NOC(=O)c1ccc(Cl)cc1,-24%,2%,-6%,-13%,0%,7%,2%,8%,1%,6
CCCOc1ccc(NC(=O)C2CC(=O)N/C(=N/N=C(\C)CCc3ccc4c(c3)OCO4)S2)cc1 (configuration not stated),7%,-2%,0%,-3%,-5%,1%[46.1 µM],3%,2%,-4%,2
Cc1ccc(-c2csc(N(CC3CCCO3)C(=O)c3ccco3)n2)cc1 (configuration not stated),0%,8%,-3%,-7%,-14%,-2%,25%,3%,34%,-9
COc1ccc(CC(=O)Nc2nc(-c3ccncc3)cs2)cc1,27%,2%,-1%,20%,5%,4%,?,0%,-4%,7
COc1ccc(C2(C(=O)N3CCOCC3)CCOCC2)cc1OC,9%,-4%,-2%,4%,-1%,-7%,6%,-11%,3%,-8
CC1Cc2ccccc2N1C(=O)CN1C(=O)COc2ccccc21 (configuration not stated),5%,7%,-6%,0%,3%,/,-10%,-7%,-7%,9
O=C(CCS(=O)(=O)c1ccc(F)cc1)N1CCOCC1,-6%,0%,-1%,-1%,-1%,5%,2%,6%,-1%,3
Cc1nn(Cc2ccccc2)c(C)c1NC(=O)Cn1nc([N+](=O)[O-])c(Cl)c1C,15%,-1%,-7%,?,-2%,4%,35%[activator],4%,0%,-10
O=C(CCS(=O)(=O)c1ccc(Br)s1)Nc1ccccc1Br,-44%,-1%,-4%,-6%,0%,2%,2%,24%,0%,-2
COc1ccccc1CNC(=O)CN(c1ccc(C)cc1)S(=O)(=O)c1c(C)n[nH]c1C,-7%,1%,-9%,-1%,7%,-15%,-12%,2%,-3%,-2
N#Cc1c2n(c3c(=O)n(Cc4ccccc4Cl)cnc13)CCCC2,-19%[7.66 µM],-4%,-4%,8%,-1%,/,-9%,23%,-5%,-11
C=CCOc1ccc(/C=C/C(=O)OCc2csc(CC(=O)Nc3ccccc3C)n2)cc1,-13%,-2%,-6%,/,-5%,6%,/,/,21%,22
CC(C)NC(=O)NC(=O)COc1cccc2c1OC(C)(C)C2,2%,4%,0%,1%,1%,2%,-8%,2%,-3%,-7
O=C1NC(=S)S/C1=C\c1cc(Cl)ccc1Cl,40%,/,-6%,/,2%,1%,/,/,/,/
CCOc1nc(NCCO)nc(Nc2ccc([N+](=O)[O-])cc2)n1,2%,-5%,-1%,34%[activator],-3%,-1%[46.1 µM],18%,1%,2%,0
Cc1cccc(/C(N)=N/OC(=O)c2cccnc2)c1,?,3%,-4%,-8%,5%,9%,0%,-4%,7%[11.5 µM],5
COCCCn1c(=O)c2ccccc2n(Cc2ccccc2)c1=O,17%,4%,-1%,7%,2%,-11%,5%,16%,-3%,11
C(=C\c1ccccc1)/CNCC1CCCO1 (configuration not stated),-37%,-2%,-1%,/,4%,-2%,-17%,4%,5%,1
CCCOc1ccc(C(=O)c2nc3c(n2O)CCCCC3)cc1,-11%[7.66 µM],3%,-2%,4%,-2%,10%,7%,?,-10%,22
Cc1ccc(C(=O)CSc2nnc(-c3ccc4[nH]c(C)c(C)c4c3)o2)cc1C,10%,-4%,-7%,-3%,-2%,5%,18%,14%,4%,0
CCCC1CC(C)(C(=O)Cn2[nH]c(=O)ccc2=O)OC1=O (configuration not stated),-1%,0%,0%,-11%,4%,-5%,15%,6%,-6%,3
COc1cccc(-c2cccc(NC(=O)C3CCN(Cc4ccon4)CC3)c2)c1,-17%,-2%,2%,-3%,0%,0%,/,8%,9%,-16
CCCCOc1ccccc1C1NC(=O)NC(C)=C1C(=O)OCc1ccco1 (configuration not stated),-36%,3%,-1%,-4%,-3%,-1%,1%,5%,3%,5
N#CC(C(=O)NC1CCCCC1)c1nc2ccccc2nc1N1CCN(c2ccccc2F)CC1 (configuration not stated),-13%,3%,-24%,-14%,4%,-10%,-10%,7%,4%,31
CC1CC(C)CN(C(=O)CN(C)S(=O)(=O)c2ccc3c(c2)c(=O)n(C)c(=O)n3C)C1 (configuration not stated),0%,3%,-4%,-3%,-1%,1%,/,-8%,17%,6
O=C(Nc1nnc(COc2ccccc2)s1)C1CCN(S(=O)(=O)c2ccc(Cl)cc2)CC1,-3%,-2%,-4%,0%,6%,-1%,-1%,4%,2%,-11
O=S(=O)(c1cccs1)N1CCN(CC(O)COC2CCCc3ccccc32)CC1 (configuration not stated),5%,7%,-7%,-1%,1%,-14%,3%,1%,13%,6
CCOc1ccc(S(=O)(=O)N2CCN(C(=O)c3ccc(-n4cncn4)c([N+](=O)[O-])c3)CC2)cc1,-1%,-1%,-1%,/,-2%,-3%,/,/,1%,-10
O=C(N/N=C/c1ccco1)c1cc(Br)ccc1OCc1ccccc1,22%,2%,-1%,/,8%,6%,-8%,-1%,12%,0
Cc1cnc(NC(=O)c2sc(Nc3ccccc3)nc2N)o1,-23%,-14%,-3%,9%,0%,1%,/,7%,-1%,5
COc1ccc(CNC(=O)COC(=O)c2ccc(C)c(S(=O)(=O)N3CCOCC3)c2)cc1,4%,/,-4%,/,4%,/,/,/,5%,-5
COC(=O)C1=C(N)Oc2cc(C)n(Cc3ccccc3)c(=O)c2C1c1ccccc1 (configuration not stated),-15%,21%,-2%,1%,-1%,0%,4%,19%,0%,2
COc1ccc(NC(=O)CN2c3cccc4cccc(c34)S2(=O)=O)cc1,?,7%,2%,?,13%,-8%,?,3%,-2%,-10
CCCc1c(C(=O)NNc2ccc(C)cc2)cnn1-c1ccccc1,-21%,-4%,-4%,/,-2%,3%,/,-5%,0%,2
Cc1ccc(S(=O)(=O)N2CCN(CC(=O)Nc3ccc([N+](=O)[O-])cc3)CC2)cc1C,12%,14%,-2%,/,-10%,-2%[46.1 µM],11%,9%,1%,-13
Cc1ccc(CSc2nnc(SCC(=O)N/N=C/C=C/c3ccco3)s2)cc1,-13%,-2%,1%,/,-2%,13%[46.1 µM],?,5%,4%,-30
O=C(NCc1ccc(F)cc1)c1cccnc1,9%,0%,-4%,-5%,0%,-47%,-17%,1%,-3%,10
CC(C)(C)C1CCC2(CC1)C(C#N)=C(SCC(=O)NC1CCCCC1)NC(=O)C2C#N (configuration not stated),-43%,?,-12%,-11%,-8%,3%,26%,0%,2%,-25
O=C(NC(=S)Nc1ccc(S(=O)(=O)Nc2nccs2)cc1)C1CC1,?,-2%,0%,/,-1%,7%,/,-21%,5%,0
CC1CN(C(=O)Nc2ccc(F)cc2)C2(CCCCCC2)O1 (configuration not stated),0%,-2%,-4%,-1%,0%,-15%,-5%,5%,2%,-1
CCOC(=O)c1c(C)oc2ccc(OC(=O)N3CCOCC3)cc12,-11%,-2%,-9%,5%,2%,7%,-7%,-4%,-1%,7
O=C(Nc1cnn(Cc2ccccc2)c1)NC12CC3CC(CC(C3)C1)C2,26%,1%,-5%,-3%,-6%,1%,-2%,4%,-2%,-18
Cc1nnc(N2CCN(Cc3ccccc3)CC2)[nH]c1=O,1%,-3%,-2%,4%,-6%,0%,10%,5%,8%,-7
Cc1nn(-c2ccccc2)c2c1C(c1c(C)[nH]c(C#N)c1C)C(C#N)=C(N)O2 (configuration not stated),-15%,-4%,-7%,1%,-7%,1%,14%,4%,-2%,-5
